# Assay outcomes as filed in PubChem.
# Vif-A3G inh – qHTS for Inhibitors of Vif-A3G Interactions: qHTS; DNA dC->dU-editing enzyme APOBEC-3G (Homo sapiens), Q9HC16; AID 602310, 2012; HeLa A3G-eYFP + Vif (tagged APOBEC3G with the HIV-1 protein that degrades it), YFP fluorescence, overnight; Potency, µM (titrated, usually from 46.1 µM), inactives show at the highest dose activity, negative = active, usual class: inhibitors; 410,000 compounds, 0.076% hits;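 further: potency means the concentration at half of the fitted maximal effect; on the % scale 0 is the no-effect control and ±100 the full control effect; nearly all actives have a fitted effect of over 60% in size; hits raise eYFP signal because A3G escapes Vif-driven loss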
# Target sequence (Q9HC16 whole entry, looked up): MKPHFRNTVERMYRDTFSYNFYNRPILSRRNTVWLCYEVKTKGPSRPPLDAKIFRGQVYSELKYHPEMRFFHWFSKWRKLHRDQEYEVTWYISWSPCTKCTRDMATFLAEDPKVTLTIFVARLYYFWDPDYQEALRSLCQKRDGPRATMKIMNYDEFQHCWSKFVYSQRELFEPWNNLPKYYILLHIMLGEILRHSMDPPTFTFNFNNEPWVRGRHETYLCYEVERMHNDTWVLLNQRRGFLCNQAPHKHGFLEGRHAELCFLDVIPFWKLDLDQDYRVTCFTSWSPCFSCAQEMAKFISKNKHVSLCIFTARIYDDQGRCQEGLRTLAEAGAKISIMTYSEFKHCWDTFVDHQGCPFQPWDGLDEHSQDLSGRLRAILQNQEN
#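 Read-out is eYFP fluorescence (Ex 488/Em 500-530) from Vif-expressing HeLa A3G-eYFP cells; more signal means A3G escaped Vif-mediated degradation. Cells plated overnight, compound pinned in, incubated overnight at 37 deg C.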
# LDHA block – qHTS assay for inhibitors of human lactate dehydrogenase. L-lactate dehydrogenase A chain (Homo sapiens), P00338. activity change, % (values are at about 110 or 230 µM). 480,000 compounds, 0.15% hits. purified LDHA, NADH/diaphorase-resazurin fluorescence; stronger effect = lower value; in the data active means activity change below about -30%; inconclusive means mostly about -25% to -30%;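 further: plate controls were DMSO wells for no effect and wells without enzyme for full effect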
#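 Remaining NADH was detected by diaphorase (0.133 mg/mL) converting 37 µM resazurin to fluorescent resorufin, read at 0 and 20 minutes. The preceding 5-minute room-temperature reaction used 2 nM LDHA, 0.2 mM sodium pyruvate and 0.06 mM NADH at pH 7.4.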
# Vif-A3F inh – qHTS for Inhibitors of Vif-A3F Interactions: qHTS | HeLa A3F-eYFP + Vif (tagged APOBEC3F with the HIV-1 protein that degrades it), YFP fluorescence increase | Potency, µM (highest dose often 46.1 µM), for the others: at the top dose activity, negative = active | 390,000 compounds, 0.2% hits | AID 602313, 2012; further: potency means the concentration at half of the fitted maximal effect; % of control where 0% means no effect; nearly all actives have a fitted effect of over 65% in size
#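 HeLa cells stably expressing A3F-eYFP plus Vif, plated and incubated overnight at 37 deg C, then exposed to compounds overnight at 37 deg C. Blocked degradation read as raised yellow fluorescence (Ex 488/Em 500-530).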
# GRP78 ERSR act – qHTS for Inducers of the Endoplasmic Reticulum Stress Response (ERSR) in Human Glioma: qHTS; U87-MG GRP78 promoter luciferase reporter, 16 h; Potency, µM, inactives show at the top dose activation, hits mostly activators; 420,000 compounds, 0.02% hits; further: potency means the concentration at half of the fitted maximal effect; series mostly up to about 76 µM; % of control where 0% means no effect; nearly all actives have a fitted effect of over 35% in size
#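 Stably transfected U87-MG human glioma cells carrying a GRP78-based luminescent sensor were seeded at 1000 cells/well, pin-dosed with compounds and incubated 16 h. Luciferase reagent was then added, and end-point luminescence was read after 10 min at room temperature.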
# RGS4 inh – Inhibitors of Regulator of G Protein Signaling (RGS) 4: qHTS. Regulator of G-protein signaling 4 (Homo sapiens), P49798. Transcreener GDP fluorescence polarization, RGS4-accelerated GTP hydrolysis. Potency, µM (highest dose often 114 µM), inactives show at the highest dose activity change, negative = inhibition, usual class: inhibitors. 390,000 compounds, 0.039% hits; further: potency means the concentration at half of the fitted maximal effect; on the % scale 0 is the no-effect control and ±100 the full control effect; nearly all actives have a fitted effect of over 75% in size; some results filed as inactive show a strong effect at the top dose
# Target sequence (P49798 whole entry, looked up): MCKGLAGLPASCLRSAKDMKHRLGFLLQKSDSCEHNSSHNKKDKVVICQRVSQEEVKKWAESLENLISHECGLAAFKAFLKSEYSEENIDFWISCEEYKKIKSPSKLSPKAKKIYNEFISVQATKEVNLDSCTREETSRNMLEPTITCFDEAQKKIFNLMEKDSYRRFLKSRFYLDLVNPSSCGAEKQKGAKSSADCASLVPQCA
#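 MLSMR compounds (23 nl, pin-transferred) preincubated 10 min at room temperature with a 500nM (2x) first reagent, then RGS4 at 900nM (2x) plus Transcreener GDP mix added; fluorescence polarization (620/688 nm) read before and after 90 min at 30 °C.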
# ALOX12 inh – Primary qHTS assay for inhibitors of human arachidonate 12S-lipoxygenase (ALOX12): Round 2; purified 12hLO, xylenol orange hydroperoxide absorbance; Potency, µM (highest dose often 108 µM), for the others: top-dose activity change, negative = inhibition, usual class: inhibitors; 580,000 compounds, 1.1% hits; further: potency means the concentration at half of the fitted maximal effect; on the % scale 0 is the no-effect control and ±100 the full control effect
#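 Purified human 12hLO at 150 nM in 25 mM Hepes, 0.01% Triton X-100, pH 7.0, preincubated 15 min at room temperature with compound. Reaction started with 40 uM arachidonic acid, 30 min at room temperature. Hydroperoxide measured by Fe-xylenol orange, 573/405 nm absorbance ratio.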
# ERG-DNA inh – qHTS for Small Molecule Inhibitors of the ERG Ets/DNA interaction | Transcriptional regulator ERG (Homo sapiens), P11308 | fluorescence polarization, His-ERG Ets domain / labelled DNA | Potency, µM (top dose mostly 76.9 µM), for inactives: top-dose FP activity, negative = inhibition, usual class: inhibitors | 370,000 compounds, 0.028% hits | AID 624246, 2012; active means well fitted inhibition curve with a large enough effect in the polarisation, with a control signal flat; inconclusive means small, poorly fitted or top-dose-only effect, or effect the other way, or a change in a side signal; inactive means no such curve, though single readings can be large or run the other way; the % refers to the polarisation;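 further: polarization taken with two DNA probes labelled with fluorescein and Texas red; potency means the concentration at half of the fitted maximal effect; % of control where 0% means no effect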
# Target sequence (P11308 whole entry, looked up, the tested form may be a part): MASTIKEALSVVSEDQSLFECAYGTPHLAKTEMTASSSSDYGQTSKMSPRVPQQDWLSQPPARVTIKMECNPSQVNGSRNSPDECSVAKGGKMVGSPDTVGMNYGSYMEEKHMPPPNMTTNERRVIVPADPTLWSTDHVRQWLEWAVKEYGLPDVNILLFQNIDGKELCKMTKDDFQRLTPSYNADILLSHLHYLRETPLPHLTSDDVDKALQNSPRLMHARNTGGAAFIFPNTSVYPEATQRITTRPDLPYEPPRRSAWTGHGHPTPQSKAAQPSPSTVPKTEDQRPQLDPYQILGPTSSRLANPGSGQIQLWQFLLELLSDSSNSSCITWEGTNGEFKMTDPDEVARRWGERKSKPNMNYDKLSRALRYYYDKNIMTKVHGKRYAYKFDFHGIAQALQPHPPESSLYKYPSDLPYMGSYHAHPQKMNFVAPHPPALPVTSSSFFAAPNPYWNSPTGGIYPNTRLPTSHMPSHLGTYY
#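 His-tagged ERG Ets domain (1 uM in the protein solution; 300mM KCl, 50mM Tris-HCl, 1mM EDTA, 1mM DTT, pH 7.5) received compound, then a probe mix of 5 nM fluorescein-DNA and 100nM Texas-615-DNA. Fluorescence polarization was read for both dyes.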
# D2 antag – HTS Assay for Allosteric Antagonists of the Human D2 Dopamine Receptor: Primary Screen for Antagonists; D(2) dopamine receptor (Homo sapiens), P14416; inhibition, % at 10 µM; HEK293 TREx D2 cells, calcium flux, dopamine EC80; 340,000 compounds, 2% hits; in the data active means inhibition above about 30%; further: 0% is about no effect
#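 Overnight-induced (tetracycline, 30 C) HEK293 T-REx cells carrying force-coupled D2 receive a no-wash calcium dye, then compound, then EC80 dopamine at 180 s; signals are read kinetically throughout.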
# D2 ag – HTS Assay for Allosteric Agonists of the Human D2 Dopamine Receptor: Primary Screen for Agonists | activation, % at 2 µM | 340,000 compounds, 0.53% hits | AID 485358, 2010 | D(2) dopamine receptor (Homo sapiens), P14416 | HEK293 T-REx D2 cells, calcium flux agonist mode;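 active means activation over 3 SD above normal in the single-dose calcium agonist read, cut at about 30% in these data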; further: 0% is about no effect
#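 Agonism scored from kinetic calcium signal (1 read/sec, 180 s) following compound pin transfer, after a 10 s baseline. Cells: HEK293 Trex line expressing inducible D2 receptor coupled to calcium, dye-loaded after overnight culture at 30 C.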
# The depositor's hits bear a star; u = inconclusive; x = no result given; & = joins results of further samples; [ ] = another dose, or the depositor's remark. Unless noted, the call rests on the fitted dose curve; in most records, active means well fitted curve in the direction sought with a large enough effect; inconclusive means small, poorly fitted or top-dose-only effect, or another doubt; inactive means no such curve, though single readings can be large; an effect the other way counts as inactive or inconclusive. The list is partial. The share of hits here may be higher or lower than overall.
# Values run as follows: Vif-A3G inh	LDHA block	Vif-A3F inh	GRP78 ERSR act	RGS4 inh	ALOX12 inh	ERG-DNA inh	D2 antag	D2 ag
CSc1ccc(/C=C/C(=O)N2CCCN(C)CC2)cc1
    2%	-11	15%	5%	-20%	u	-2%	1	0.6
O=[N+]([O-])c1ccc(C=NN=Cc2ccc([N+](=O)[O-])cc2)cc1
    1%	-4	-4%	-2%	7%	5%	-1%	x	x
O=C(Nc1ccc(Oc2ccccc2)cc1)C1CCN(c2ncccn2)CC1
    0%	-6	1%	-4%	-32%	-16%	-1%	2	0.6
O=C(O)c1cc2c(cc1NC(=O)c1ccccc1OC(F)F)OCCCO2
    0%	5	1%	-2%	6%	-11%	4%	12	2.7
C/C(=N\NC(N)=S)c1cccnc1
    2%	-2	14%	-3%	-8%	-6%	-2%	4	1.4
O=C(Nc1ccccc1F)c1ccc(-n2cncn2)nc1
    1%	-7	-2%	1%	-7%	3%	0%	-30	1.0
COCCCn1cnnc1SC(C)C(=O)Nc1ccc(S(=O)(=O)N2CCOCC2)cc1 (stereo not drawn)
    -2%	2	-3%	-4%	6%	208%[activator]	-2%	x	x
O=C(Nc1ccc(Cl)cc1)C1CCCN(S(=O)(=O)c2ccc3[nH]c(=O)ccc3c2)C1 (stereo not drawn)
    1%	-3	u	-4%	-12%	-10%	-5%	x	1.0
CC1=C(Sc2ccccn2)C(=O)NC(C)(C)C1
    1%	4	-11%	-6%	14%[56.9 µM]	0%	4%	-5	1.2
O=C(CSc1ccccn1)Nc1ccc2[nH]c(=O)[nH]c2c1
    0%	-10	1%	2%	-25%	0%	3%	4	0.3

# An excerpt from above in order of length of the SMILES, ascending:
# Values run as follows: Vif-A3G inh	LDHA block	Vif-A3F inh	GRP78 ERSR act	RGS4 inh	ALOX12 inh	ERG-DNA inh	D2 antag	D2 ag
C/C(=N\NC(N)=S)c1cccnc1
    2%	-2	14%	-3%	-8%	-6%	-2%	4	1.4
CC1=C(Sc2ccccn2)C(=O)NC(C)(C)C1
    1%	4	-11%	-6%	14%[56.9 µM]	0%	4%	-5	1.2
O=C(CSc1ccccn1)Nc1ccc2[nH]c(=O)[nH]c2c1
    0%	-10	1%	2%	-25%	0%	3%	4	0.3

# Going on with the list:
# Values run as follows: Vif-A3G inh	LDHA block	Vif-A3F inh	GRP78 ERSR act	RGS4 inh	ALOX12 inh	ERG-DNA inh	D2 antag	D2 ag
Cc1cccc(N=C2CCCC2C(=O)Nc2cccc(C)c2C)c1C (stereo not drawn)
    1%	-6	-3%	-5%	4%	-23%	-18%	x	x
Cc1cccc(CS(=O)(=O)c2ncc(Cl)c(C(=O)NCc3ccccc3)n2)c1
    u	-6&2	4%&7%	-13%&-11%	u	-9%&-19%	1%&-1%	-1	0.6
COc1ccc(NC(=O)[C@@H](NC(N)=O)C(C)C)cc1Cl
    -1%	-15	-1%	-3%	10%	-9%	-9%	9	1.7
CCCCn1c(N)c(N(CC(C)C)C(=O)COc2cc(C)ccc2Cl)c(=O)[nH]c1=O
    1%	-5	4%	-2%	-9%	-17%	-14%	5	0.4
O=C(c1ccccc1)N(Cc1ccccc1)c1ccccn1
    5%	-2	-2%	1%	-9%	-3%	7%	5	9.2
CC(=O)NC12CC3CC(C1)CC(C(=O)N1CCN(S(=O)(=O)c4ccccc4[N+](=O)[O-])CC1)(C3)C2
    3%	-6	-13%	-4%	0%	0%	-5%	45*	-0.1
CCN1CCN(c2oc(-c3ccc(COc4ccccc4C)o3)nc2C#N)CC1
    4%	3	4%	-6%	9%	8%	-1%	x	-2.1
CCNc1nc(-c2cc(C)n(Cc3ccco3)c2C)cs1
    -3%	2	13%	4%	u	u	27%	-9	0.4
CC12CC(NC(=O)N1CCc1ccccc1)c1cc(Cl)ccc1O2 (stereo not drawn)
    1%	-5	-3%	-5%	-15%[11.4 µM]	1%	1%	0	0.5
COc1n[nH]c(C(=O)Nc2nc3ccccc3s2)c1[N+](=O)[O-]
    -4%	-4	2%	1%	-7%	-14%	-1%	-8	0.4
O=C(NCCCN1CCN(c2ccccc2F)CC1)Nc1ccc(F)cc1
    1%	-5	3%	-1%	6%	6%	-2%	81*	76*
Cc1ccc(-c2csc(NC(=S)NC(=O)c3ccco3)n2)cc1
    -1%	-3	-11%	-2%	-43%	6%	7%	-6	-0.7
CCC(=O)Nc1ccc(NC(=O)c2cc3ccccc3o2)cc1
    2%	-4	-17%	2%	-26%	0%	2%	12	1.1
Cc1ccccc1C(=O)Nc1cccc(NC(=O)c2ccc(C(C)(C)C)cc2)c1
    -1%	-6	0%	-2%	-140%	12%	4%	x	-0.6
O=C(Cc1ccc(NC2=NC3CS(=O)(=O)CC3S2)cc1)NCc1ccccc1 (stereo not drawn)
    -4%	2	-112%	0%	-17%	-2%	12%	1	0.3
CCN(C(=O)Cn1nnc2sc(-c3ccccc3)cc2c1=O)c1cccc(C)c1
    x	-4	x	x	u	u	-1%	x	-0.1
CC(C)Cn1c(=S)[nH]c2cc(C(=O)NCc3ccccc3F)ccc2c1=O
    -2%	-18	-1%	-4%	12%	178%[activator]	-2%	-6	0.7
CCOc1cc(-c2nc(-c3ccc(-c4ccc(C)cc4)nc3OC)no2)cc(OCC)c1OCC
    0%	0	7%	-2%	4%	-1%	1%	x	0.1
CCC(C)CNC(=O)c1[nH]c(C(F)(F)F)nc1-c1ccccc1 (stereo not drawn)
    -5%	-4	x	-3%	x	-21%	x	x	x
CCc1c(C)nc2cc(-c3ccc(OC)cc3)[nH]n2c1=O
    -4%	-1	8%	4%	-1%	-6%	-4%	-13	0.2
O=C(CCc1ccc(S(=O)(=O)N2CCOCC2)cc1)Nc1ccccc1F
    1%	0	9%	-2%	-3%	0%	-14%	x	x
O=C1C2C3C=CC(C3)C2C(=O)N1c1nccs1 (stereo not drawn)
    0%	-2	-4%	-2%	-13%	-19%	4%	-11	0.9
CCOc1ccc(-n2c(O)c(/C=N/NC(=O)C3COc4ccccc4O3)c3ccccc3c2=O)cc1 (stereo not drawn)
    -16%	-4	2%	-1%	-13%	1%	7%	-5	0.9
CCCCNC(=O)CCCn1c(=O)c2ccccc2n(CC(=O)NCCC2=CCCCC2)c1=O
    -1%	-10	3%	-3%	-8%[11.4 µM]	143%[activator]	-5%	10	-1.0
CCc1nn(CC(=O)NCCCN(Cc2ccccc2)C(C)C)c(=O)c2cc3sccc3n12
    -1%	5	-7%	0%	32%	1%	2%	17	0.2
CC(C)c1[nH]nc2c1C(C(C)C)C(C#N)=C(N)O2 (stereo not drawn)
    -4%	1	x	-8%	14%	0%	8%	-3	0.4
COc1ccccc1N1CCN(C(=O)C2CCN(S(=O)(=O)c3cnc[nH]3)CC2)CC1
    -1%	3	2%	-2%	3%	-15%	-2%	x	-0.6
COCCN(C(=O)COC(=O)CCCOc1ccccc1)c1c(N)n(Cc2ccccc2)c(=O)[nH]c1=O
    -1%	-9	0%	-5%	-2%	-2%	-10%	23	1.0
O=C(Cn1nc(-c2ccccc2)c2cnc3ccc(F)cc3c21)NC1CCCC1
    1%	-4	-4%	-1%	23%	-19%	13%	x	0.6
O=C(CS(=O)(=O)c1cn(CC(=O)N2CCOCC2)c2ccccc12)NCc1ccc(F)cc1
    2%	7	-27%	-3%	-1%	-18%	-3%	-1	0.8
Cc1c(NS(=O)(=O)c2cc(C(=O)Nc3ccc(F)cc3Cl)ccc2Cl)c(=O)n(-c2ccccc2)n1C
    0%	-1	-5%	-4%	-20%	-7%	x	x	x
O=C(NCc1ccccc1)C1c2ccccc2Oc2ccccc21
    0%	-9	-10%	-4%	24%	-1%	11%	3	-2.0
CSCC(O)Cn1ncc2ccccc2c1=O (stereo not drawn)
    1%	-6	3%	2%	-3%	0%	-7%	-17	1.0
CC(C)(C)NC(=O)CN(C(=O)CNS(=O)(=O)c1ccc(Cl)cc1)c1ccc2c(c1)OCCO2
    0%	-10	4%	-3%	18%	2%	-1%	-5	-0.2
Cc1[nH]c2c(ccc3cccnc32)c1C
    -2%	-4	-5%	5%	5%	u	-8%	2	-0.1
CC(C)S(=O)(=O)c1nsc2nc(=O)c(/C=C3\C=Nc4ccccc43)c(N)n12
    -2%	-18	-2%	-5%	-12%	u	-1%	2	0.2
COc1ccc2[nH]c(C(=O)O)c(CCN3C(=O)c4cccc([N+](=O)[O-])c4C3=O)c2c1
    -12%	-8	7%	-1%	-4%	-1%	-5%	11	1.0
CSC(=NCc1ccc(F)cc1)NS(=O)(=O)c1cccs1
    -1%	-8	-7%	-5%	u	9%	4%	5	-1.3
Nc1cc(=O)nc(SCC(=O)N(C2CCCCC2)C2CCCCC2)n1-c1ccccc1
    0%	-3	-10%	0%	0%	-29%	-5%	-1	0.3
